# D3 antag: blocks the human D3 dopamine receptor. P35462. D3R cells, DiscoveRx beta-arrestin luminescence, antagonist mode; active compounds read low. max response, negative = inhibition, %. 360,000 tested, 2.5% active; in the data active = max response below about -50%; inconclusive = no clear call, values can overlap the other calls; also: % is scaled to controls: 0 for no effect and ±100 for the full control effect; mostly tested at two doses, the higher about 12 µM
# Target sequence (P35462 whole entry, looked up): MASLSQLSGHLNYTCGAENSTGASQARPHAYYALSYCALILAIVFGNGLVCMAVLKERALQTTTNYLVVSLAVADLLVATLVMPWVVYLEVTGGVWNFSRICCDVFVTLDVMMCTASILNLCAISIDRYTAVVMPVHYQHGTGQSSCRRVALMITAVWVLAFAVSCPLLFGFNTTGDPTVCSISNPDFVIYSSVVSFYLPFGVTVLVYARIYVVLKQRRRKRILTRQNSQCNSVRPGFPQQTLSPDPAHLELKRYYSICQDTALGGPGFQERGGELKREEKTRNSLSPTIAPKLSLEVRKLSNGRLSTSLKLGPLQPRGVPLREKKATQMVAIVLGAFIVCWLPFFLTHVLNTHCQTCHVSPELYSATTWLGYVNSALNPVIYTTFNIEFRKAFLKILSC
#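 Cells plated overnight at 1500 cells/well, then exposed to library compounds with dopamine controls for 90 minutes at 37 degrees C. DiscoveRx reagent added for 30–60 minutes at room temperature; luminescence read, quantitative HTS format.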
# GLP-1R agonist: agonists of human GLP-1 receptor | Potency, µM (series often up to 45.6 µM), for inactives: top-dose activation, most hits filed as activators | P43220 | 380,000 tested, 0.007% active | HEK293 GLP-1R CRE-luciferase, luminescence, 4-6 h; cells express a hypersensitive GLP-1R form; also: potency is read from the fitted curve at half-maximal effect; % of control where 0% means no effect
# Target sequence (P43220 whole entry, looked up): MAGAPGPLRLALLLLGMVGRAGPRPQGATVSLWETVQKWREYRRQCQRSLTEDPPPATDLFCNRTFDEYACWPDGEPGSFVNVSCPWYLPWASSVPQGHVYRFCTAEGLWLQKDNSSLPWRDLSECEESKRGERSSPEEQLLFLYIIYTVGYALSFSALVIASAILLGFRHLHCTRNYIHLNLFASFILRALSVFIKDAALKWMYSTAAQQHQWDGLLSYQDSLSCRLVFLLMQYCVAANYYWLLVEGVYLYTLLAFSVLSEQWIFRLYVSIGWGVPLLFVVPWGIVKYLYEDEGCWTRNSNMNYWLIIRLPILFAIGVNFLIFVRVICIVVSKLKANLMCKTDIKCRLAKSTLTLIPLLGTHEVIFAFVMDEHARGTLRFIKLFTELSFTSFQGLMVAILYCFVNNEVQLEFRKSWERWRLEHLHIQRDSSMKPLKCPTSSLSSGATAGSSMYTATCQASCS
# IL1B secr inh: inflammasome signaling inhibition, IL-1 beta readout | activity change, % at 57.5 µM | 360,000 tested, 4.7% active | THP-1 LPS/ATP IL-1B secretion, AlphaLISA, 16 h; active compounds read low | AID 743279; in the data active = activity change below about -50%; inconclusive = mostly about -30% to -49%; also: % is scaled to controls: 0 for no effect and ±100 for the full control effect
#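 Secreted IL-1B measured by AlphaLISA bead assay after 16 h compound exposure of THP-1 cells; compounds (final up to 57.5 uM) added 1 h before LPS (250 ng/mL) and ATP (1.25 mM) stimulation; lower signal means less secretion.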
# KB-V1 cytotox: KB-V1 MDR subline cytotoxicity. AID 1347076. KB-V1 MDR cells viability, CellTiter-Glo, 72 h. Potency, µM (doses to about 46.1 µM), inactives show top-dose activity change, negative = cytotoxicity, hits mostly cytotoxic. 400,000 tested, 3.4% active; also: potency is read from the fitted curve at half-maximal effect; % is scaled to controls: 0 for no effect and ±100 for the full control effect; nearly all actives have a fitted effect of over 60% in size
#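 Cells of the MDR subline KB-V1 are plated, dosed with compound at multiple concentrations, and incubated 72 h at 37 degrees C; CellTiter-Glo is then added and luminescence read after 10 min.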
# HT1080 IDH1KD tx: toxicity to HT-1080 IDH1 knockdown cells (counter line); AID 686971; 360,000 tested, 2% active; HT-1080 IDH1 knockdown viability, ATP luminescence, 48 h; Potency, µM (titrated, usually from 46.1 µM), inactives show at the highest dose activity, negative = toxicity, most hits filed as cytotoxic;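 also: potency is read from the fitted curve at half-maximal effect; 0% = DMSO wells and -100% = cell-free medium wells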
#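 In this qHTS, HT-1080 cells depleted of IDH1 are exposed for 48 h at 37 °C to compound titrations. Toxicity is scored from CellTiter-Glo luminescence, with DMSO as full viability and medium alone as none.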
# KB-3-1 tox: KB-3-1 parental cell cytotoxicity; Potency, µM (series often up to 46.1 µM), for the others: at the top dose activity change, negative = cytotoxic, actives largely listed as cytotoxic; 400,000 tested, 1.4% active; KB-3-1 viability, CellTiter-Glo ATP luminescence, 72 h; also: potency is read from the fitted curve at half-maximal effect; % is scaled to controls: 0 for no effect and ±100 for the full control effect; nearly all actives have a fitted effect of over 60% in size
#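 Cells are dispensed, compounds pinned in, plates held at 37 °C for 72 h, then CellTiter-Glo is added and luminescence read after 10 minutes. Cell line: parental KB-3-1 in phenol-red-free DMEM, 10% FBS.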
# SW480 rereplic: induces DNA re-replication in SW480 colon adenocarcinoma cells | Potency, µM (highest dose often 46.1 µM), without a hit: top-dose re-replication activation, actives largely listed as activators | 340,000 tested, 1.8% active | SW480 DNA re-replication, Hoechst DNA content imaging, 48 h | AID 624297; also: potency is read from the fitted curve at half-maximal effect; % of control where 0% means no effect; nearly all actives have a fitted effect of over 55% in size
#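 Hoechst fluorescence of nuclei (405 nm excitation, 500-530 nm emission) measured by plate-scanning imager after 48 hr compound exposure at 37 C; re-replication scored as increased number of nuclei with elevated intensity.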
# HT1080NT lethal: kills 2HG-producing HT-1080-NT fibrosarcoma cells; Potency, µM (titrated, usually from 46.1 µM), inactives show top-dose activity, negative = less viability, actives largely listed as cytotoxic; HT-1080-NT fibrosarcoma viability, CellTiter-Glo ATP luminescence, 48 h; 360,000 tested, 1.6% active;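 also: NT is the 2HG producing partner of a matched IDH1 knockdown line; potency is read from the fitted curve at half-maximal effect; 0% = DMSO-treated cells and -100% = media-only wells without cells; nearly all actives have a fitted effect of over 55% in size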
#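 Compounds were tested in concentration-response format on HT-1080-NT cells for 48 hours at 37 degrees C. Cell viability came from CellTiter-Glo luminescence; curves were classified by r2, response magnitude and activity.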
# DRD3 agonist: activates the human D3 dopamine receptor. max activation, %. D3R DiscoveRx beta-arrestin cells, luminescence, 90 min. AID 652048. 410,000 tested, 0.58% active; in the data active = max activation above about 30%; also: 0% is about no effect; mostly tested at two doses, the higher about 12 µM
#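 Cells at 1500/well, incubated overnight, then treated with pinned compounds (dopamine as control) for 90 min at 37 degrees C. DiscoveRx reagent added for 30 - 60 minutes at room temperature; luminescence read.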
# Active calls of the source: *; ? = inconclusive; nt = not tested or not shown; & = joins results of further samples; [ ] = another dose, or the depositor's remark. Unless noted, calls follow the shape of the dose curve; as a rule, active = well fitted curve in the direction sought with a large enough effect; inconclusive = small, poorly fitted or top-dose-only effect, or another doubt; inactive = no such curve, though single readings can be large; an effect the other way counts as inactive or inconclusive.
# Below each compound: DRD3 agonist	IL1B secr inh	D3 antag	KB-V1 cytotox	GLP-1R agonist	HT1080 IDH1KD tx	SW480 rereplic	HT1080NT lethal	KB-3-1 tox
- CCOc1ccc(N(c2nc(-c3ccc(OC)c(OC)c3)no2)c2nc(-c3ccc(OC)c(OC)c3)no2)cc1
  5	nt	nt	?	1%	nt	nt	nt	27%
- Cc1cc(C(=O)N2CCN(c3ncccn3)CC2)cs1
  6	-6	10	16%	5%	7%	-9%	8%	10%
- COc1ccccc1C(=O)N(Cc1ccc(Cl)cc1)C1CCS(=O)(=O)C1 (stereo not drawn)
  -5	8	-11	-9%	2%	-5%	-12%	15%	-3%
- Cc1ccc2oc(=O)n(Cc3ccccc3OC(C)C)c2c1
  0	28	3	-14%	1%	-3%	-1%	6%	3%
- CCN1CCN(c2nc(N)c([N+](=O)[O-])c(Nc3cccc(C)c3)n2)CC1
  -28	nt	5	3.3µM*	-4%	4%	-1%	3%	?
- CCC(CC)C(=O)N=C1SC2CS(=O)(=O)CC2N1CCc1ccc(OC)c(OC)c1 (stereo not drawn)
  4	-7	5	-16%	9%	0%	-1%	5%	16%
- CC(=O)c1c(N2CCN(Cc3ccccc3)CC2)nc(=S)n(Cc2ccccc2)c1C
  -7	6	18	2.9µM*	-25%	-2%	?	-3%	?
- O=C(NCCC1=CCCCC1)C1CCC(CNS(=O)(=O)c2ccccc2)CC1 (stereo not drawn)
  2	7	-2	8.2µM*	-10%	4%	-92%[inhibitor]	1%	1%
- CCc1ccc(NC(=O)C2CCCCC2C(=O)O)cc1 (stereo not drawn)
  6	29	12	-14%	-4%	3%	-3%	12%	30%
- COc1ccccc1CN(C)C(=O)c1cc(C)nc2ccccc12
  13	29	15	?	13%	-2%	-5%	-2%	?

# A portion from further up, for reference:
# Below each compound: DRD3 agonist	IL1B secr inh	D3 antag	KB-V1 cytotox	GLP-1R agonist	HT1080 IDH1KD tx	SW480 rereplic	HT1080NT lethal	KB-3-1 tox
- CCOc1ccc(N(c2nc(-c3ccc(OC)c(OC)c3)no2)c2nc(-c3ccc(OC)c(OC)c3)no2)cc1
  5	nt	nt	?	1%	nt	nt	nt	27%
- Cc1cc(C(=O)N2CCN(c3ncccn3)CC2)cs1
  6	-6	10	16%	5%	7%	-9%	8%	10%

# Later entries.
# Below each compound: DRD3 agonist	IL1B secr inh	D3 antag	KB-V1 cytotox	GLP-1R agonist	HT1080 IDH1KD tx	SW480 rereplic	HT1080NT lethal	KB-3-1 tox
- COc1ccc(CNC(=O)[C@H](Cc2ccccc2)NC(=O)C2CCN(C(=O)[C@H](C)N)CC2)cc1
  2	1	0	12%	2%	5%	-20%	-2%	0%
- Cc1cccc(CN2CCN(C(=O)CCl)CC2)c1
  -5	-106*	6	?	1%	?	?	-4%	?
- O=C(Cn1c(=O)n(Cc2ccco2)c(=O)c2ccccc21)Nc1cccc(Cl)c1
  0	23	17	?	9%	-23%	7%	-14%	?
- COC(=O)CCN(C(C)=O)c1ccc(N)cc1
  -6	24	-22	0%	-4%	12%	2%	5%	0%
- CCOc1cccc(C(=O)Nc2cc(C)ccc2NC(=O)c2ccco2)c1
  8	-11	2	13%	8%	-8%	-8%	9%	9%
- COC(=O)c1ccc(COC(=O)CNC(=O)c2cccs2)cc1
  1	39	21	19%	8%	3%	1%	-3%	1%
- CN1CCC(N(C)S(=O)(=O)c2ccc(NC(=O)c3ccc(S(=O)(=O)N(C)C)cc3)cc2)CC1
  -12	-11	5	3%	-6%	16%	0%	5%	-22%
- NC(c1csc(NC(=O)Nc2cccc(Cl)c2)n1)C1CCCCC1 (stereo not drawn)
  -17	-96*	-17	-7%	-6%	18µM*	nt	18µM*	?
- O=C(Nc1ccc(OC(F)F)cc1)c1ncc(Cl)c(Cl)c1Cl
  0	-158*	12	-3%	8%	14%	0%	-4%	-2%
- CC(=O)c1ccc(NS(=O)(=O)c2cc(-c3cnc(C4CC4)o3)ccc2C)cc1
  4&7	66	-8	?	8%&6%	?	?	21µM*	?
- O=C(OCC(=O)N(CCc1ccccc1)Cc1ccccc1)c1ccccc1[N+](=O)[O-]
  -3	7	-18	-14%	-2%	2%	-1%	2%	33%
- O=C(C1CCCN(S(=O)(=O)c2cc(Cl)ccc2Cl)C1)N1CCCCCC1 (stereo not drawn)
  -1	1	-1	nt	3%	-22%	-3%	-5%	nt
- CCn1c(SCC(=O)O)nnc1-c1cccnc1
  1	2	-5	-9%	3%	2%	?	12%	1%
- CC1=NN2C(=N)/C(=C\c3cc(C)n(-c4ccccc4)c3C)C(=O)N=C2S1
  -10	26	?	7%	-5%	6%	1%	6%	20%
- CC(C)(C)c1ccc(OCC(=O)NNC(=O)CCc2ccccc2)cc1
  4	19	?	0%	-21%	-2%	-6%	7%	24%
- CC(NC(=O)Nc1nccs1)(C(F)(F)F)C(F)(F)F
  2	52	7	8%	-5%	-3%	-3%	4%	-1%
- CCN(c1ccc(OC)cc1)S(=O)(=O)c1ccc2c(c1)NC(=O)CS2
  -1	?	-12	-2%	4%	-5%	77%	-7%	-20%
- CCc1nnc(SCC(=O)N2CCc3ccccc32)n1CC
  -8	6	-15	1%	0%	1%	2%	13%	-1%
- COc1cccc(CNC(=O)C2CCN(S(=O)(=O)N3CC(C)CC(C)C3)CC2)c1 (stereo not drawn)
  1	-9	14	?	-4%	2%	9%	12%	-7%
- O=c1/c(=C/c2ccccn2)sc2n1CN(c1ccccc1)CN=2
  -9	-17	-26	3%	9%	16%	?	-4%	-25%
- CCOC(=O)C1CCCCN1Cc1ccc(OC)c(OC)c1OC (stereo not drawn)
  -2	0	-51*	-36%	-1%	-5%	-7%	0%	-12%
- COc1cccc(/C(O)=C2/C(=O)C(=O)N(Cc3cccnc3)C2c2ccco2)c1 (stereo not drawn)
  3	18	25	7%	-7%	-7%	1%	1%	6%
- Cc1ccc(N(C(=O)c2snc(C(N)=O)c2N)C(C(=O)NCC2CCCO2)c2ccc3ncccc3c2)cc1 (stereo not drawn)
  11	?	34	10%	18%	-12%	1%	-17%	-10%
- CCOc1cc(S(=O)(=O)NCc2ccc(OC)cc2)c(OCC)cc1-n1cnnn1
  -1	28	-16	5.2µM*	0%	8.9µM*	?	13µM*	0%
- O=C1CN(C(=O)c2cnccn2)c2ccccc2N1
  1	17	-14	5%	1%	0%	-15%	15%	8%
- COc1ccc(Cl)cc1NC(=O)COc1ccc(S(=O)(=O)N2CCOCC2)cc1C
  2	20	1	-3%	2%	9%	-3%	19%	1%
- CC1CC(C)CN(CCCNC(=O)C2CCCN(S(=O)(=O)N3CC(C)CC(C)C3)C2)C1 (stereo not drawn)
  -13	-28	-18	-2%	-6%	11%	4%	-1%	-17%
- Cc1ccccc1Cn1c(=N)n(CC(=O)c2ccco2)c2ccccc21
  8	-22	4	0%	-2%	?	-2%	?	?
- CCCCCNC(=O)c1ccccc1SC
  15	-5	11	?	0%	3%	3%	25%	1%
- CCCS(=O)(=O)c1c(S(=O)(=O)CCC)c2c(C(N)=O)cccn2c1C(=O)c1ccc(F)cc1
  5	13	-3	24%	-6%	-5%	?	-4%	19%
- COC(=O)C(NC(=O)c1ccccc1)(Nc1cc(C)cc(C)n1)C(F)(F)F (stereo not drawn)
  -1	7	-7	-28%	3%	0%	0%	4%	-3%
- CCOC(=O)CSc1nnc(NC(=O)NC(C)C)s1
  20	-5	-6	4%	1%	2%	-4%	7%	?
- O=C(O)CC(CC(=O)N1CCOCC1)c1ccccc1 (stereo not drawn)
  -4	-2	-5	-12%	2%	7%	-4%	11%	-14%
- CC(=O)N(Cc1ccccc1)C1CC(=O)N(Cc2ccccc2)C1=O (stereo not drawn)
  12	-8	5	-1%	5%	0%	-2%	-6%	13%
- COc1cc2nc(SCc3ccc(F)cc3)n3nc(CCn4c(C)nc5ccccc54)nc3c2cc1OC
  -8	nt	nt	1%	0%	nt	nt	nt	13%
- Cc1occc1-c1n[nH]c(=S)n1C
  4	22	0	-26%	4%	0%	-4%	5%	-2%
- CN(CC(=O)Nc1cccc(F)c1)C(=O)CCNC(=O)c1ccco1
  5	20	-2	-4%	5%	10%	12%	6%	10%
- CC(C)n1c(SCC(=O)Nc2ccccc2)nc2c1c(=O)[nH]c(=O)n2C
  3	26	2	4%	13%	-2%	-6%	-1%	0%
- Cc1cccc(/C(N)=N/OC(=O)c2ccncc2)c1
  1	30	21	-30%	1%	9%	0%	3%	-2%
- COc1ccc([N+](=O)[O-])cc1N(CC(=O)Nc1ccccc1C(=O)NC(C)C)S(C)(=O)=O
  3	35	5	2%	15%	-14%	2%	-6%	-1%
- CC(C)c1ccccc1NC(=O)COC(=O)Cc1c[nH]c2ccccc12
  -5	0	0	2%	-10%	0%	-3%	-3%	4%
- CC(=O)Nc1ccc(NC(=O)C2(C)Cc3c(-c4cccc(NC(C)=O)c4)ccnc3O2)cc1 (stereo not drawn)
  2	-3	3	3%	14%	3%	nt	26%	0%
- Cc1ccccc1N/N=C1\CCCNC1=O
  -1	-54*	-14	2%	-2%	2%	-3%	-4%	5%
- NC1=NN(c2ccccc2)C(=O)C1
  -9	5	-8	7%	6%	-44%	1%	0%	-5%
- COCCN(C(=O)COC(=O)c1cccnc1SC)c1c(N)n(Cc2ccccc2)c(=O)[nH]c1=O
  3	0	22	-24%	19%	3%	-4%	-4%	9%
- CCCNC(=O)NCCc1ccncc1
  -1	59	25	22%	-3%	0%	-5%	8%	10%
- Cn1nc(Oc2ncc(C(F)(F)F)cc2Cl)cc1C(F)(F)F
  0	12	6	2%	5%	0%	2%	7%	-9%
- O=C(/C=C/c1ccco1)Nc1cccc(C(=O)Nc2ccccc2C(=O)O)c1
  3	74	63	?	-4%	3%	-18%	0%	2%
- Cc1ccc(S(=O)(=O)c2nc(Nc3ccccc3C#N)sc2Cl)cc1
  1	9	13	-4%	19%	2%	-15%	-2%	-5%
- COc1cc(/C=C/C(=O)OCC(=O)NCCc2ccccc2)ccc1OC(F)F
  8	8	5	43%	22%	7%	?	17%	22%

# Compound activity from PubChem.
